Assay outcomes as filed in PubChem BioAssay.
H9c2 TAG inh = reduces triacylglycerol accumulation in H9c2 cells; Nile Red lipid (TAG) fluorescence; cells loaded with 200 µM oleic acid; actives 0.66% (n = 230,000); inhibition, % at 12.5 µM;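 active means pattern-corrected inhibition of lipid staining of at least 50% with the nuclear-stain viability signal not falling by more than 50%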;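 further: 0% = DMSO wells and 100% = triacsin C control wells; some results filed as inactive read as strong as hits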
H9c2 TAG inh DAPI viability = recorded beside H9c2 TAG inh, whose call it bears; DAPI nuclei signal change (viability), lower = more cytotoxic, %;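 whole-well DAPI fluorescence read on a plate reader as a viability signal; minus 50 percent equals half of cells still viable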
The depositor's hits bear a star; / = no result given. Some of the compounds tested, so the mix of outcomes need not match the whole.

SMILES | H9c2 TAG inh | H9c2 TAG inh DAPI viability
CCOc1ccc(C(=O)N2CCN(CC(=O)N3CCCC3)CC2)cc1OCC | -14 | 0
COC(=O)c1sccc1NC(=O)COc1cccc(C)c1 | -4 | 2
O=C(NCC1CCCO1)C(c1ccc(F)cc1)N(C(=O)Cn1nnc(-c2ccc(F)cc2)n1)c1cccc(O)c1 (stereo not drawn) | 23 | -30
COc1ccc2c(c1)S/C(=C\C(=O)c1ccncc1)N2C | 15 | 1
COc1ccccc1CNC(=O)C1(C)CCN1C(=O)C1(c2ccccc2)CC1 (stereo not drawn) | 5 | -6
CCOc1ccc(CNC(=O)CCCC(=O)n2ncc3cc(C)ccc32)cc1 | -2 | -6
CCCCc1c(O)c2cccc3c2n(c1=O)CCC3 | -3 | 6
COC(=O)c1cccc(NS(=O)(=O)c2ccc(OC)cc2)c1C | 9 | 6
COc1ccc(CCNS(=O)(=O)c2cc3c4c(c2)CCN4C(=O)CC3)cc1OC | -4 | 2
COC(=O)c1ccccc1NC(=O)CSc1nc(NC(=O)c2ccccc2)c2c(C)c(C)oc2n1 | 5 | 5
O=C(COc1ccc(Oc2ccccc2)cc1)NC1CCS(=O)(=O)C1 (stereo not drawn) | 4 | 6
Clc1ccc2nnc(Cl)n2n1 | 10 | 3
COc1ccc(-c2sc3ccc(N4CCOCC4)cc3c2-c2ccc(OC)c(F)c2)cc1 | 34 | 19
O=C(O)c1cc(O)c2c(c1)[C@@H]([C@H]1c3cc(C(=O)O)cc(O)c3C(=O)c3c(O[C@@H]4O[C@H](CO)[C@@H](O)[C@H](O)[C@H]4O)cccc31)c1cccc(OC3O[C@H](CO)[C@@H](O)[C@H](O)[C@H]3O)c1C2=O (stereo partly drawn) | -5 | -5
COc1ccc(CC(=O)Nc2nccs2)cc1S(=O)(=O)N1CCOCC1 | -9 | 7
CCOC(=O)C1CCN(C(=O)COC(=O)c2ccccc2OCC)CC1 | 1 | -5
O=S(=O)(c1ccc(Cl)nc1)N1CCN(c2ncccn2)CC1 | -1 | 0
O=C(c1cccnc1)N1CCC2CC1c1c(Cl)cccc12 (stereo not drawn) | 9 | 2
CCCC/C(O)=C1\C(=O)CC(C)(C)CC1=Nc1ccc(OC)cc1 | 11 | 6
COc1ccc(NC(=O)CSc2nnc3ccc(-c4ccccn4)nn23)c(OC)c1 | 8 | 0
O=C1C2CC=CCC2C(=O)N1c1nc2n(n1)C(c1ccccc1)CC(c1ccccc1)N2 (stereo not drawn) | 11 | -2
Cn1nnc(NC(=O)c2cccc(OCc3ccccc3)c2)n1 | -6 | 0
Cc1nc(N2CCOCC2)[nH]c(=O)c1C(O)C(Cl)(Cl)Cl (stereo not drawn) | -6 | -9
Cc1ccc2nc(SCC(=O)Nc3ccc4c(c3)OCCO4)nc(=O)n2c1 | -7 | 4

Two entries drawn at random from those above:
SMILES | H9c2 TAG inh | H9c2 TAG inh DAPI viability
COc1ccc(-c2sc3ccc(N4CCOCC4)cc3c2-c2ccc(OC)c(F)c2)cc1 | 34 | 19
O=C1C2CC=CCC2C(=O)N1c1nc2n(n1)C(c1ccccc1)CC(c1ccccc1)N2 (stereo not drawn) | 11 | -2

Next part:
SMILES | H9c2 TAG inh | H9c2 TAG inh DAPI viability
CN(C(=O)c1cccc(NC(=O)Cc2ccc(NC(=O)C3CCN(C(=O)C4CC4)CC3)cc2)c1)C1CCCC1 | -3 | 0
O=C(NCC1CCCN1S(=O)(=O)c1cccs1)c1cccc([N+](=O)[O-])c1 (stereo not drawn) | -16 | 4
CCC1NC(=O)c2cc3ccccc3cc2-n2c1nc1cc(C)cc(C)c1c2=O (stereo not drawn) | 24 | -2
COCCNC(=O)C12CC3CC(CC(Cl)(C3)C1)C2 | 6 | -3
O=C1[C@H](Cc2ccccc2)NCC=CC[C@@H](c2ccc(Cl)cc2)N1Cc1ccc(Cl)cc1 | -16 | 8
Cn1c(=O)c2ncn(CC(=O)Nc3nc(-c4ccc(Cl)cc4)cs3)c2n(C)c1=O | -3 | 5
CCCSc1nc2c(=O)[nH][nH]c(=O)c2n1Cc1ccccc1 | 3 | -4
Cc1cc2ncn(-c3nnnn3-c3ccccc3)c2cc1C | 0 | 4
Cc1sc2nc(SCC(=O)N3CCOCC3)[nH]c(=O)c2c1C | 7 | 7
Cc1cc(N2C(=O)C3C4CC(c5ccccc5)C(C4)C3C2=O)no1 (stereo not drawn) | 6 | -9
O=C(CN1c2cccc3cccc(c23)S1(=O)=O)NCCc1ccccc1 | 13 | 3
COc1ccc(NC(=S)N2CCN(S(C)(=O)=O)CC2)cc1OC | 19 | -2

Laid out differently: 3 of the compounds above
SMILES	H9c2 TAG inh	H9c2 TAG inh DAPI viability
Cn1c(=O)c2ncn(CC(=O)Nc3nc(-c4ccc(Cl)cc4)cs3)c2n(C)c1=O	-3	5
CCCSc1nc2c(=O)[nH][nH]c(=O)c2n1Cc1ccccc1	3	-4
Cc1cc2ncn(-c3nnnn3-c3ccccc3)c2cc1C	0	4

(listing goes on)
SMILES | H9c2 TAG inh | H9c2 TAG inh DAPI viability
Cc1cccc(NC(=O)NC(=O)c2ccccc2)n1 | -9 | -5
CCOC(=O)C(C)Sc1nc2c(c(-c3cccs3)c1C#N)CCC2 (stereo not drawn) | 6 | 10
Nc1nc2ccc(C(=O)NCCOC(=O)C3CCCCC3)cc2s1 | -8 | 3
O=C(O)CCn1cc(C2CC(c3ccccc3)=NN2c2ccccc2)c(-c2ccccc2)n1 (stereo not drawn) | -11 | 42
Cn1nnnc1Sc1ncnc2scc(-c3ccccc3C(F)(F)F)c12 | 19 | -7
Fc1ccc2nc(Nc3nc4c(s3)CCCC4)sc2c1 | -6 | 18
CCOC(=O)c1ccc(NC(=O)CSc2nc(SC)ns2)cc1 | 20 | 2
COc1ccc(S(=O)(=O)NC(CC(=O)NCCc2ccc(OC)c(OC)c2)c2ccco2)cc1 (stereo not drawn) | 6 | 0
O=C(Nc1ccccc1F)c1ccc(-c2cccc([N+](=O)[O-])c2)o1 | -13 | -2
CC(C)Sc1nc2c(c(=O)[nH]1)C(c1cccs1)C1=C(CC(C)(C)CC1=O)N2 (stereo not drawn) | -24 | -1
COC(=O)c1cc(NC(=O)CSc2nnc(CN3CCOCC3)n2C)ccc1Cl | 4 | -11
COc1ccc(NC(=O)C2CCCN2C(=O)NCc2ccccc2)c(OC)c1 (stereo not drawn) | 5 | 12
CC1(C)CC(=O)C(C=NCCN2CCN(C(=O)c3ccc(F)cc3)CC2)=C(O)C1 | 28 | 1
CC1(C2CCC3C4CCC5CC6(CCC5(C)C4C(=O)CC32C)OCCO6)OCCO1 (stereo not drawn) | 2 | 3
COC(=O)c1c(NC(=O)CCN2CCOCC2)sc2c1CCCC2 | -4 | -6
O=C(c1sccc1Cl)N1CCN(Cc2ccc3c(c2)OCO3)CC1 | 12 | -9
CCCn1nc(NC(=O)c2cccs2)c2cc3cccc(C)c3nc21 | 5 | 4
O=C(CN1C(=O)C(=O)N(C2CCCC2)C1=O)NCCc1ccc(Cl)cc1Cl | -11 | 3
CN(C)c1nc2c(cnn2C)c(=O)[nH]1 | 4 | 7
CC(C)[C@H](Nc1nc(-c2ccccc2)nc2c1oc1ccccc12)C(=O)O | -2 | 4
CCc1ccc(S(=O)(=O)NCc2csc(-c3cccnc3)n2)s1 | 7 | 3
CCOc1ccc2c(C)c(C(=O)O)oc2c1OCC | -13 | -5
CON=C1C=C(C)C(=O)C(C)=C1C | -5 | 6
Cc1ccc(CSc2nnc(SCC(=O)N/N=C/C=C/c3ccccc3[N+](=O)[O-])s2)cc1 | -12 | 10
CN(C)S(=O)(=O)n1cc(/C=C(\NC(=O)c2ccccc2)C(=O)N2CCCCC2)c2ccccc21 | -12 | -3
CCOC(=O)c1sc(NC(=O)Nc2ccc(Cl)cc2)cc1C | -15 | 7
NC(=O)c1cccc(Nc2nc(C(N)Cc3ccc(C(F)(F)F)cc3)cs2)n1 (stereo not drawn) | 6 | 1
CN(C(=O)CN1C(=O)NC(c2ccccc2)(c2ccccc2)C1=O)C1CCS(=O)(=O)C1 (stereo not drawn) | -20 | 8
Cc1c(NC2=C(Cl)C(=O)N(c3ccccc3)C2=O)c(=O)n(-c2ccccc2)n1C | -12 | 11
Cc1cc(NS(=O)(=O)c2ccc(NC(=O)COc3ccc(Cl)cc3)cc2)no1 | -6 | 1
Cc1cc(N/N=C/c2ccc(F)cc2)nc(-n2nc(C)cc2C)n1 | 57* | /
O=c1[nH]c2cccc(Cl)c2c2ccccc12 | -4 | 3
COCCNC(=O)C(=O)NCC1OCCN1S(=O)(=O)c1cccs1 (stereo not drawn) | -4 | 6
CCCn1nnc(NC(=S)NC(=O)c2ccc(-c3ccc(Br)cc3)o2)n1 | -2 | -1
CCc1ccccc1OCCOc1ccc(C)cc1OC | -39 | 5
O=C(NCC1CCCO1)c1ccc(NS(=O)(=O)c2cccs2)cc1 (stereo not drawn) | 10 | 3

5 of the compounds above, with two lines to a compound.
Order of values – H9c2 TAG inh | H9c2 TAG inh DAPI viability
COc1ccc(CC(=O)Nc2nccs2)cc1S(=O)(=O)N1CCOCC1
→ -9 | 7
CCOC(=O)C1CCN(C(=O)COC(=O)c2ccccc2OCC)CC1
→ 1 | -5
O=S(=O)(c1ccc(Cl)nc1)N1CCN(c2ncccn2)CC1
→ -1 | 0
O=C(c1cccnc1)N1CCC2CC1c1c(Cl)cccc12 (stereo not drawn)
→ 9 | 2
CCCC/C(O)=C1\C(=O)CC(C)(C)CC1=Nc1ccc(OC)cc1
→ 11 | 6

Following part
SMILES | H9c2 TAG inh | H9c2 TAG inh DAPI viability
COC(=O)C1=C(C)NC(C)=C(C(=O)OCC(C)C)C1c1ccccc1[N+](=O)[O-] (stereo not drawn) | 5 | 4
CCCCn1c(NCCC)nc2c1c(=O)[nH]c(=O)n2C | -27 | 3
CC(C)COc1ccc(C(=O)CCN2CCCCC2)cc1 | -3 | 8
CCCCNC(=O)c1onc(CSc2ccccc2)c1C(=O)NCCCC | 14 | -4
O=C(CNC(=O)c1ccccc1F)NCC(c1cccs1)N1CCOCC1 (stereo not drawn) | -7 | -2
O=C(Nc1ccc(Cl)c(Cl)c1)N1CCC(N2CCCCC2)CC1 | 13 | 6
CC(C)[C@H](NC(=O)c1ccc(Cl)cc1)C(=O)OCC(=O)N1CCN(c2ccccc2)CC1 | -26 | 1
O=C(CN1C(=O)NC2(CCCCC2)C1=O)Oc1ccc2ccc(=O)oc2c1 | 9 | -1
Nc1nc(N)nc(Cc2ccccc2O)n1 | -12 | 4
CCC1(c2ccc(Cl)cc2)NC(=O)N(CC(=O)NC2(C#N)CCCCC2)C1=O (stereo not drawn) | 16 | -8
CCOc1ccc(Br)cc1CSC(=N)N | 6 | -6
COc1ccc(NC(=O)Cn2c(-c3ccccc3)cc(C(C)=O)c2C)c(OC)c1 | -4 | 6
COc1ccc(NC(=O)CSC2=C(C#N)C(c3ccco3)C(C(=O)Nc3nc4ccccc4s3)=C(C)N2)cc1 (stereo not drawn) | 4 | 2
CC(=O)NCCc1nc2cc(NC(=O)c3ccccc3)ccc2n1C | 4 | 0
O=C(COc1ccccc1[N+](=O)[O-])Nc1cccnc1 | 11 | -10
COc1ccc(S(=O)(=O)NC(=O)C2(C)CCN2C(=O)c2ccc(C(F)(F)F)nc2C)cc1 (stereo not drawn) | 12 | 4
Cc1c(CCO)c(=O)n(-c2ccccc2)n1S(=O)(=O)c1ccc(F)cc1 | -15 | 6
C[N+](C)=C1SCC(C)(/C=N/O)S1 (stereo not drawn) | 4 | 2
O=C(Nc1ccc(Oc2cccnc2)cc1)C1CCCCN1Cc1ccc(CO)o1 (stereo not drawn) | 10 | 3
CCOC(=O)C1CCN(CC(=O)Nc2cc(C)nn2-c2nc3ccccc3s2)CC1 | -56 | -4
O=C(O)C(CCc1ccccc1)(Cc1ccccc1)C(=O)O | 6 | -2
O=C(NNC(=S)NC(=O)c1cccnc1)c1ccccc1 | -11 | 10
Cn1cc(C(=O)N/N=C/c2ccc(Br)c([N+](=O)[O-])c2)c2ccccc21 | 9 | -5
Cc1ccc(S(=O)(=O)N2CCCCC2CCNC(=O)C(=O)NCc2ccccc2C)cc1 (stereo not drawn) | 21 | -3
CCOC(=O)c1cn2ccc(C)cc2n1 | -13 | -11
C=C(C)C1CCC(C)=C1COC(=O)Nc1ccccc1 (stereo not drawn) | -9 | 9
Cc1ccc(COC(=O)c2cc([N+](=O)[O-])ccc2N2CCOCC2)cc1 | 81 | -61
CCOC(=O)C1(C)/C(=N/Nc2ccccc2)C(=O)C(=O)N1c1ccccc1 (stereo not drawn) | -2 | 14
O=C(CCC1CCCC1)NNC(=O)c1cccc(Cl)c1 | -6 | -6
COc1ccc(S(=O)(=O)NC(C)c2ccc3c(c2)OCCO3)cc1 (stereo not drawn) | 1 | 12
Cc1nnc(Sc2cc(C(=O)NC3CC3)c3ccccc3n2)s1 | 5 | 12
COC(=O)c1ccc(-c2nc(CN3CCCN(C(=O)c4ccco4)CC3)c(C)o2)cc1 | -4 | 6
